HSF1 inhib = HSF1 inhibition. NIH3T3-HGL HSE-luciferase, MG132-induced, luminescence 8 h; hits give low values. activity change, negative = inhibition, % at 7.5 µM (by protocol). 0.77% of 300,000 active. AID 2098;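 active = more than half of replicate wells show activity change below -50%, luminescence cut by over half; inconclusive = some wells, but at most half, below -50%; inactive = no replicate well below -50%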;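 also: luciferase reports HSF-1 transcriptional activity via heat shock element; 0% = median of DMSO wells and -100% = zero luminescence signal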
AI-2 QS modul = modulates the Vibrio harveyi AI-2 quorum sensing system; 0.4% of 300,000 active; activity change, % at 7.5 µM; AID 2094; Vibrio harveyi JMH597 AI-2 luminescence/OD600 ratio, 9 h; hits give low values; strain lacks LuxN and CqsS sensors; 0 = neutral-control median; in the data active = activity change below about -75%, passing the limit was not always enough; inconclusive = no clear call, values can overlap the other calls;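 also: luminescence divided by OD600 gain over 9 h not by final OD600 alone; inactives centre near 13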
GSK3beta inhib = inhibitors of human GSK3beta kinase | activity score (negative = inhibition), % at 10 µM | 0.038% of 300,000 active | GST-GSK3beta kinase, ADP-Glo luminescence, 60 min; hits give low values;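 active = more than half of replicate wells score below -50%, meaning over 50% inhibition versus plate controls; inconclusive = some replicates but at most half score below -50%; inactive = no replicate scores below -50%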;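 also: 0% = median DMSO wells and -100% = median GW8510 positive control wells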
Target sequence (P49841 whole entry, looked up): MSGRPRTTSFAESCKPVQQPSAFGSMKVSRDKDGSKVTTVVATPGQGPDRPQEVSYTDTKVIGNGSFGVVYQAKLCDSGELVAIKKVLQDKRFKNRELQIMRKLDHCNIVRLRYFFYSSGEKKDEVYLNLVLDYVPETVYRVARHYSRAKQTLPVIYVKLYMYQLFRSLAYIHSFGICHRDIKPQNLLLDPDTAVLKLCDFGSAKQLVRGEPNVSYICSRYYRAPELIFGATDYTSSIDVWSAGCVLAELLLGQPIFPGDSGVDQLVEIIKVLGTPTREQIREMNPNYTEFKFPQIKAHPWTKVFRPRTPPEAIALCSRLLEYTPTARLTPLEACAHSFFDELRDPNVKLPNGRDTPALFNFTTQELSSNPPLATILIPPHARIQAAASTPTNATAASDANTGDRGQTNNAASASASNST
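Assay system: GST-fused GSK3beta enzyme, cell-free / Medium: Tris pH 7.5 buffer with MgCl2, DTT, BSA, heparin / Also added: peptide substrate plus 25 µM ATP (final) / Compound: 10 µM single point / Timing: kinase reaction with compound 60 min at room temperature / Detection: ADP-Glo luminescence / Benchmarks: DMSO neutral wells and GW8510 at 20 µM as positive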
HSP90 refold inh = inhibitors of HSP90 luciferase refolding in rabbit reticulocyte lysate. inhibition, % at 5.6 µM. AID 1789. luciferase refolding luminescence, 3 h. 0.91% of 290,000 active;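 active = inhibition above the screen-wide mean plus 3 SD, computed separately per campaign, cut at about 16% in these data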;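 also: 0% = DMSO wells and 100% = 60 µM geldanamycin wells; inhibitors lower the luminescence because luciferase stays unfolded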
HDAC3 inhib = inhibitors of human histone deacetylase 3; O15379; recombinant HDAC3, fluorogenic peptide/trypsin coupled, fluorescence; inhibition, % at 8.3 µM; 0.15% of 320,000 active; AID 2718; in the data active = inhibition above about 26%, passing the limit was not always enough; inconclusive = no clear call, values can overlap the other calls
Target sequence (O15379 whole entry, looked up): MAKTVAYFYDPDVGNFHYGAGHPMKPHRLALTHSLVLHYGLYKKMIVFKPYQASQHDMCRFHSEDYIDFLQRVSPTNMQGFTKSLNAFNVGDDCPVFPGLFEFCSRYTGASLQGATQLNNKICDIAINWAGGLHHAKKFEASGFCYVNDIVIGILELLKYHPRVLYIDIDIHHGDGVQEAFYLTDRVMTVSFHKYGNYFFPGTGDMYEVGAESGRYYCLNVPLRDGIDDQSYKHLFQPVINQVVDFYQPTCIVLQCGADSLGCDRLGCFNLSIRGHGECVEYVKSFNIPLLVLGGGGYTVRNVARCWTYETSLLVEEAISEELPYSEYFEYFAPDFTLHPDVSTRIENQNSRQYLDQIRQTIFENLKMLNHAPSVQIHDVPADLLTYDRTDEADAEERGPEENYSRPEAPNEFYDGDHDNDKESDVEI
HSF1 activator = increases HSF-1 driven luciferase reporter signal. activation, % at 9 µM. NIH3T3-HGL HSF-1 luciferase reporter, MG132, 8 h; 100% = twice DMSO control signal. 1.7% of 300,000 active;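 active = mean replicate activation of at least 50% with a set share of replicates each reaching 50%; inconclusive = only one of those two conditions met; inactive = mean below 50% and too few replicates reaching it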;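 also: 0% = median of the neutral control wells and 100% = twice that signal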
Platelet DG rel = platelet dense granule release activity. human platelet-rich plasma, SFLLRN dense granule ATP release, luminescence. inhibition, %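 (compounds screened at 7.5 µM in platelet-rich plasma)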. 0.22% of 300,000 active. AID 1663;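 active = mean replicate score, as percent of positive control, at or above 50; inconclusive = mean below 50 but at least one replicate at or above 50; inactive = mean and every replicate below 50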
PolyA inhibitor = inhibitors of polyadenylation in S. cerevisiae | S. cerevisiae SKY197-pL101 polyadenylation reporter, beta-gal luminescence; efflux-impaired pdr1/pdr3 knockout yeast; score 100 = 6 SD above DMSO | calls only at 12 µM | 0.02% of 300,000 active | AID 1875;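 active = lowest replicate activity score at least 50, where 100 means six control SD above control mean; inconclusive = lowest score under 50 but half or more replicates reach 50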;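 also: yeast exposed to compound for 9 h at 30 °C; higher score means more reporter readthrough which indicates perturbed polyadenylation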
GSK3A inh = blocks human GSK-3 alpha kinase | P49840 | ADP-Glo luminescence, 60 min | inhibition, % at 10 µM | 0.1% of 320,000 active;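 in the data active = inhibition above about 50%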;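 also: GST-tagged GSK-3 alpha with peptide substrate and 25 µM ATP; 0% = DMSO neutral wells and 100% = GW8510 positive control wells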
Dyrk1A ADPGlo = Dyrk1A (rat) kinase inhibition; inhibition, % at 12.5 µM; ADP-Glo luminescence, NFATc1 peptide; Q63470; 0.43% of 310,000 active; in the data active = inhibition above about 50%;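 also: plate controls were vehicle with enzyme for no effect and no enzyme for full effect; many of its hits are not listed in these tables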
* hit, by the source's call; i = inactive; ? = inconclusive; . = no result given. This is a subset (hit frequency here may not be typical).

Compound	HSF1 inhib	AI-2 QS modul	GSK3beta inhib	HSP90 refold inh	HDAC3 inhib	HSF1 activator	Platelet DG rel	PolyA inhibitor	GSK3A inh	Dyrk1A ADPGlo
Cc1cc(C)cc(-n2c(C)cc(/C=N/NC(=O)c3ccncc3)c2C)c1	2	13	4	5	2	16	3	i	-3	-2
O=C1CSC(=Nc2ccccc2[N+](=O)[O-])N1	3	8	-1	-1	-5	-9	8	i	0	0
CCOc1ccc(OCCC(=O)N(CC)CC(=O)NCc2ccc(Cl)cc2)cc1	10	39	-2	.	5	4	5	i	1	1
COc1ccc(N2CCN(C(=O)CNS(=O)(=O)c3ccc(Br)s3)CC2)cc1	17	0	1	2	3	7	-11	i	0	-2
CCCCOC(=O)c1ccc(NC(=O)C(=O)NCCN(C)C)cc1	2	26	1	-3	1	8	4	i	0	1
CN(C(=O)c1ccccc1)c1ccc(OCC(=O)NC2CCS(=O)(=O)C2)cc1 (centres undefined)	-6	28	1	1	-3	-8	-1	i	-3	-4
CS(=O)(=O)c1ccc(C(=O)Nc2cccc(-c3nc4ccccc4[nH]3)c2)cc1	-2	12	4	0	3	-11	16	i	9	-3
Cc1ccc(S(=O)(=O)CC(=O)NC(C)c2ccccc2)cc1 (centres undefined)	5	4	3	1	.	27	-3	i	0	.
COc1ccc(CC(=O)N/N=C(\C)CC(=O)Nc2ccc3c(c2)OCCO3)cc1	2	-2	-3	1	1	23	6	i	-1	3
Cc1ccc(N2CC(c3nc4ccccc4[nH]3)CC2=O)c(C)c1 (centres undefined)	4	-2	4	-5	3	4	-2	i	-2	0
CCCOCC(O)CCc1n[nH]c(=S)n1-c1ccccc1 (centres undefined)	1	1	-6	-2	3	2	0	i	1	-1
CC(C)CN(C(=O)c1cccc(F)c1)c1c(N)n(CC(C)C)c(=O)[nH]c1=O	-1	18	-1	1	-3	32	-4	i	-1	-4
Cc1ccc(S(=O)(=O)NC(CN2CCOCC2)=NCCNS(=O)(=O)c2ccccc2)cc1	.	34	-2	1	-4	.	-3	.	-3	0
CC(=O)N/C(=C\c1ccc(F)cc1)C(=O)NC(C(=O)O)C(C)C (centres undefined)	-8	19	-1	0	-8	-6	7	i	0	5
NS(=O)(=O)c1cc2c(cc1Cl)NC(CC1CCCC1)NS2(=O)=O (centres undefined)	-5	15	3	-2	21	-1	1	i	-3	-2
C=CCN1C(=O)C2C(C(=O)NC)C3(C)C=CC2(O3)C1C(=O)NCc1ccc(OC)cc1 (centres undefined)	-7	1	0	-6	6	-5	-8	i	-1	-6
COc1ccc(OC(=O)c2cc3ccccc3o2)cc1	-2	-69	0	1	-4	9	3	i	0	2
CCCN(CC(=O)Nc1cc(Cl)ccc1Cl)C(=O)/C=C/c1ccco1	33	25	3	4	1	13	15	i	-1	2
Cc1ccccc1N=C1c2ccccc2C(=O)C1[N+](=O)[O-] (centres undefined)	-6	9	3	-9	0	2	1	i	-1	14
O=C(Nc1ccccc1)c1snc2c(=O)[nH]cnc12	7	25	0	4	-1	11	-5	i	7	14
CN(CCOc1ccccc1)Cc1nc2cc(Cl)ccc2c(=O)[nH]1	-10	-5	5	0	-1	-30	0	i	-2	.
CN1CCN(C(=O)NCC23CC4CC(CC(C4)C2)C3)CC1	0	21	-3	5	1	-13	3	i	-2	-3
Cc1cc(C(=O)O)c(C)n1-c1ccccc1	-3	53	1	0	-8	6	1	i	-3	-1
N#C/C(=C/c1cccn1-c1cccc(C(=O)O)c1)c1ccc(F)cc1	6	-13	6	7	.	14	-1	i	.	-4
COc1ccc(NC(=O)CSc2nnc(CNc3ccc(F)cc3)o2)c(OC)c1	-5	41	0	0	.	17	5	i	-2	-3
CCOC(=O)c1[nH]c(CSc2nnnn2-c2ccccc2C)c(C(=O)OCC)c1C	.	.	.	6	4	.	.	.	0	-2
CCc1ccc(C(=O)CSc2nc(N)cc(=O)[nH]2)cc1	2	22	-2	-4	0	-8	1	i	-2	-5
CCOC(=O)N1CCN(S(=O)(=O)c2cc(Br)cc3c2N(C(=O)C2CC2)CC3)CC1	1	9	-27	-2	-7	-10	4	i	2	-6
CCCNC(=O)N1CCC(c2nc3ccccc3s2)CC1	-3	18	1	-4	-1	22	-1	i	3	4
COc1ccc(-c2nnc3ccc(SCC(=O)Nc4nccs4)nn23)cc1OC	-10	25	-2	-3	-7	-8	13	i	-2	-1
CC(C)CCN1CCNC(=O)C1CC(=O)N(C)CCCN1CCOCC1 (centres undefined)	-1	17	6	-4	-10	3	1	i	8	-6
Cc1ccc2[nH]c(=O)c(CN(CCN3CCOCC3)C(=O)Nc3ccccc3F)cc2c1	0	8	1	2	.	17	2	i	.	1
Cc1cc2cc(CN3C(=O)c4ccccc4C3=O)ccc2n1C	1	52	0	3	9	2	-2	i	-1	-3
CC(=O)N1CCN(c2ccc(N=Cc3c(O)n(Cc4ccccc4)c(=O)[nH]c3=O)cc2)CC1	6	31	4	0	.	2	-2	i	.	0
CN(C)CCNC(=O)COc1cccc(Cl)c1	-1	8	1	2	0	2	5	i	0	12
CCCCn1c2ccccc2c2nnc(SCC(=O)NC3=NN=C(c4ccccc4)CS3)nc21	-42	17	1	6	17	-46	-4	i	.	.
COC(=O)c1cc(NC(=O)C2(S(=O)(=O)c3ccc(Cl)cc3)CC2)cc(C(=O)OC)c1	2	19	2	-6	4	-1	-11	i	-1	0
CN(C)CCCNC(=O)c1ccc(-c2ccccc2)cc1	1	11	0	6	3	3	0	i	-2	18
CCC(C)NC(=O)c1cn(CCOC)c(=O)c2c1c1ccccc1n2C (centres undefined)	4	18	5	-4	-4	3	8	i	0	-3
CCc1ccc(-c2cc(-c3n[nH]c(=S)n3CC)c3ccccc3n2)cc1	12	45	1	-2	-7	8	-1	i	9	.
COc1ccc(S(=O)(=O)NCCc2cc3ccc(C)c(C)c3[nH]c2=O)cc1	-17	9	-1	12	-2	6	-4	i	2	2
CC(OC(=O)CC1CC2CCC1C2)C(=O)Nc1cccc(S(=O)(=O)N2CCOCC2)c1 (centres undefined)	3	2	-1	.	8	10	-12	i	1	15
CCCCCCC1CC(CCc2nc(=S)[nH][nH]2)C(=O)O1 (centres undefined)	10	-7	-1	0	16	1	-8	i	0	6
COC(=O)c1ccc(C(=O)NC(=S)Nc2ccc3nc(SC)sc3c2)cc1	-11	-4	-2	-4	-5	-20	7	i	0	5
COc1ccc(/C=N/NC(=O)c2ccc3ccccc3c2)cc1OS(=O)(=O)c1ccc(NC(C)=O)cc1	-9	22	2	0	1	-8	2	i	7	-7
O=C(Nc1ccc(-c2n[nH]c(=S)o2)cc1)c1ccccc1Br	3	26	-7	-6	3	6	5	i	9	2
CNS(=O)(=O)c1cnccc1N1CCN(c2cccc(C)c2)CC1	2	10	1	-4	5	1	2	i	-3	8
CCN(CC)C(=O)Cn1cc(S(=O)(=O)CC(=O)Nc2ccc(F)cc2)c2ccccc21	-3	12	-2	-1	4	-4	-1	i	-1	-12
CCC(=O)N1CCc2cc(S(=O)(=O)NCCN3CCCCC3CC)ccc21 (centres undefined)	0	10	0	-3	1	-4	-3	i	1	1
Cc1ccc(C)c(N(CC(=O)NC2CCCC2)C(=O)c2csnn2)c1	-1	15	0	0	0	26	14	i	0	-1

More records.
Compound	HSF1 inhib	AI-2 QS modul	GSK3beta inhib	HSP90 refold inh	HDAC3 inhib	HSF1 activator	Platelet DG rel	PolyA inhibitor	GSK3A inh	Dyrk1A ADPGlo
O=C1NC2(CCCCC2)C(=O)N1CCS(=O)(=O)Oc1ccc(Br)cc1	10	10	0	1	9	13	-1	i	2	-4
CCN(CC)CCOC(=O)/C=C/c1ccccc1	-5	12	2	1	-9	-8	2	i	-6	1
CCOc1ccccc1N1C(=O)CN(Cc2ccc(OC)c(OC)c2)C1=S	-5	23	1	1	-1	0	0	i	0	2
CCOc1ccc(NC(=O)CSc2nnc(Cc3csc(C)n3)o2)cc1	3	23	-1	0	1	-1	0	.	-1	-4
CCN1CCN(CCCNC(=O)c2ccc(/C=C3/Oc4ccccc4N(Cc4cccc(C)c4)C3=O)cc2)CC1	3	-5	-16	-2	-70	9	18	i	1	-5
COC(=O)c1scc(C)c1NC(=O)/C=C/C(=O)O	-2	-1	0	0	-1	-7	-49	i	0	-1
Cc1cccc(NC(=O)CCNC(=O)c2ccco2)c1C	-4	7	-1	-1	5	0	-4	i	0	-6
Cc1ccc(CCNC(=O)C2=CCN(S(=O)(=O)c3ccccc3)CC2)cc1	3	37	-2	1	-11	4	1	i	1	-2
CC(=O)Nc1ccc(OCC=C(Cl)Cl)cc1	10	-8	-3	-1	-2	?	8	i	-3	-6
Fc1cccc(Cl)c1CNc1ccc(N2CCCC2)cc1	-24	22	0	4	-1	-18	-3	i	-1	-5
COc1ccc(C)cc1S(=O)(=O)N1CCN(c2cccc(C(F)(F)F)c2)CC1	2	.	.	-2	10	-11	0	i	-1	-3
CC(C)C1CC(CCNCc2ccc(N(C)C)cc2)(c2ccccc2)CCO1 (centres undefined)	-1	20	-2	2	0	9	12	i	0	-2
CCOC(=O)C(=O)Cc1nc2ccccc2s1	1	21	2	3	.	-4	6	i	3	.
COc1ccccc1NC(=O)c1ccc(NS(=O)(=O)c2c(C)noc2C)cc1	-2	15	4	-3	5	12	0	i	-1	1
O=C(CN1CCOc2ccccc21)NCc1ccccc1	-6	10	0	5	-5	15	-1	i	.	-2
COCCNC(=S)N(CCO)Cc1cc2cc3c(cc2[nH]c1=O)OCCO3	1	6	-4	5	32*	2	-1	i	1	.
CC(O)(CS(=O)(=O)Cc1cccc(C(F)(F)F)c1)C(=O)Nc1cccc(C(F)(F)F)c1 (centres undefined)	9	8	2	-2	19	12	0	i	-2	-1
CCOC(=O)N1CCC(Nc2c(-c3ccc(C)cc3)c(=O)c2=O)CC1	0	9	-2	2	0	-11	7	i	0	4
Cc1ccc2c(CN3C(=O)NC4(CCCCC4)C3=O)cc(=O)oc2c1C	23	-7	2	3	1	49	9	i	0	3
CCOC(=O)CCc1c(C)c2ccc(OCc3nn[nH]n3)cc2oc1=O	-5	11	-1	2	-62	7	-3	i	-3	-3
O=C(O)CCc1ccc(S(=O)(=O)NCCc2ccccc2)cc1	3	17	-2	0	7	-1	10	i	-3	-2
O=C1/C(=C/c2cccnc2)CC/C1=C\c1cccnc1	-6	-20	-1	0	-1	-7	-10	i	.	6

Screens: PubChem, several laboratories
